Compound activity from PubChem.
All columns: NCI-60 one-dose screen, growth in % after 48 h at 10 µM unless noted; 100 = growth as untreated, 0 = no growth, -100 = all killed.
MCF7: MCF7 breast cancer | 6.3% of 82,000 active | AID 1794796
MDA-MB-231: MDA-MB-231 breast cancer; 5% of 81,000 active; AID 1794789
SK-MEL-2: SK-MEL-2 melanoma; 4.7% of 77,000 active
HS 578T: HS 578T breast cancer. AID 1794788. 4.1% of 78,000 active
MALME-3M: MALME-3M melanoma; 5.8% of 78,000 active; AID 1794766
T-47D: T-47D breast cancer. 5% of 79,000 active. AID 1794792
LOX IMVI: LOX IMVI melanoma | 7.4% of 79,000 active
BT-549: BT-549 breast cancer | AID 1794793 | 4.4% of 78,000 active
An asterisk follows results filed as active; x = not tested or not shown; & = joins results of further samples. How the source made its calls: active means growth percent below 10; inactive means the rest.

Below each compound – MCF7	MDA-MB-231	SK-MEL-2	HS 578T	MALME-3M	T-47D	LOX IMVI	BT-549
(1) NCCNc1nc2ccccc2c2c(=O)c3cc(F)cc(Cl)c3sc12
  -92*	-79*	99	60	90	-46*	-92*	85
(2) O=C(CSc1nnc2c(n1)[nH]c1ccccc12)c1ccc(Cl)cc1
  102	109	84	105	x	76	100	x
(3) CCn1c2ccc(O)cc2c2c(C)c3c[n+](CCCCCC(=O)O)ccc3c(C)c21
  84	86	96	84	77	89	79	77
(4) CCCCCCOc1ccc(/C=N/Nc2cc(C)nc3ccc(Br)cc23)cc1
  -67*	-89*	-14*	-40*	-82*	-11*	-94*	106
(5) O=C(N/N=C\c1ccc([N+](=O)[O-])cc1)C(=O)N/N=C\c1ccc([N+](=O)[O-])cc1
  101	92	95	104	42	98	94	100
(6) Cc1ccc(-c2c3c(N)nc(-c4cccnc4)nc3nc3c2c(C)nn3-c2ccccc2)cc1
  88	76	62	72	92	82	81	100
(7) COc1cc2oc(-c3cccc(NC(=O)c4cc(NC(=O)[C@H](C)NC(=O)OC(C)(C)C)ccc4Br)c3)cc(=O)c2c(OC)c1OC
  50	65	86	49	69	60	x	61
(8) CN(c1ccccc1)S(=O)(=O)c1cccc(NC(=O)Cn2ccc(C(F)(F)F)n2)c1
  93	109	82	114	237	97	111	108
(9) CN1CCN(c2ccc3nc(-c4ccc(OCCCCN5CCN(CCCCN6C(=O)c7cccc8cccc(c78)C6=O)CC5)cc4)[nH]c3c2)CC1
  69	63	79	35	28	36	47	47
(10) O=C(OC1CCCCC1)C(=O)OC1CCCCC1
  97	111	x	95	125	105	110	x
(11) CN1CCN(CC(=O)Nc2nc3c(s2)Nc2ccccc2NC3=O)CC1
  97	114	x	105	103	86	x	95
(12) NS(=O)(=O)c1ccc(-n2ncc(NC(=O)Nc3ccc([N+](=O)[O-])cc3)c2-c2ccccc2)cc1
  92	103	101	96	103	86	96	97
(13) Cc1cc(N=Nc2ccc(NC(=O)c3ccc(N)cc3)cc2C)ccc1N=Nc1ccc(N=Nc2ccc3cc(S(=O)(=O)O)cc(S(=O)(=O)O)c3c2)c(C)c1
  95	105	112	102	98	x	101	108
(14) Fc1ccc(COc2ccc(Nc3ncnc4sc5c(c34)CCCC5)cc2)cc1
  88	95	84	99	109	87	100	99
(15) COc1ccc(C2=Nn3c(nnc3-c3ccc(CN)cc3)SC2)cc1
  96	110	x	96	85	106	108	108
(16) O=C1C(=O)c2ccccc2C(O)=C1CC=C(Cl)Cl
  45&38	72&73	78&89	87&82	69&68	69&81	27&17	72&63
(17) COc1cc(CNC(=O)[C@]23CCC(C)(C)CC2C2=CCC4[C@@]5(C)CCC(OC(C)=O)C(C)(C)C5CC[C@@]4(C)[C@]2(C)CC3)ccc1OCc1cn(-c2cccc([N+](=O)[O-])c2)nn1 (stereo partly specified)
  83	81	85	88	91	69	91	119
(18) C1CC1C(=NN=C(C1CC1)C1CC1)C1CC1
  99	105	136	105	116	106	115	109
(19) NCCC(=O)N(Cc1ccccc1)C(N)=O
  100	105	95	103	100	97	102	109
(20) O=C(NNc1nc2cc(F)c(F)cc2n2c(CN3CC4CNCC4C3)ccc12)c1cnccn1 (stereo unspecified)
  11	40	29	73	7.0*	21	2.3*	29
(21) N=C(N)SSC(=N)N
  96	99	141	111	105	108	113	115
(22) CC1(C)CC(N2CCN(CCO)CC2)=CC(=S)N1
  104	102	113	94	x	98	92	113
(23) CCCNc1nc2ccccc2c2c1S(=O)(=O)c1ccc(Cl)cc1C2=O
  8.3*	-0.7*	8.9*	7.3*	22	-1.3*	4.4*	23
(24) CC1=CC(C)C(=O)N(CCN2CCOCC2)C(C)=C1 (stereo unspecified)
  102	150	103	111	107	101	107	119
(25) CCCN(CCC)C(=O)c1cccc(C)c1
  93	102	x	89	100	84	97	95
(26) O=C(CCl)N1CCCc2ccccc21
  92	99	110	105	98	106	100	97
(27) CC(C)CC(=O)Oc1ccc(Cl)cc1
  93	101	97	100	91	85	97	98
(28) O=C(c1ccccc1)c1cccnc1
  90&92	90&107	104&81	102&98	100&101	99&63	92&99	101&84
(29) O=C1/C(=C/c2cccc(OCc3ccc(Cl)c(Cl)c3)c2)N=C2OCCCN12
  60	84	82	81	102	44	75	76
(30) CC1(C)C(=O)CC[C@]2(C)[C@H]3C(=O)C=C4[C@@H]5C[C@@](C)(C(=O)N6CCNCC6)CC[C@]5(C)CC[C@@]4(C)[C@]3(C)CC[C@@H]12
  99	90	108	101	96	91	100	109
(31) N#Cc1c(Nc2ccc(Cl)cc2)nn2cc(-c3nc4ccccc4s3)c(N)nc12
  90	95	105	99	101	90	99	101
(32) Cc1ccc(Nc2nc(N)nc(CSc3nnc(-c4ccc(C)cc4)n3-c3ccccc3)n2)cc1
  97	80	101	58	77	84	101	70
(33) Cn1c(=O)c(C#N)c(-c2ccco2)n2c(=S)[nH]nc12
  66	117	56	119	99	112	91	85
(34) O=C(O)C(C(=O)O)c1ccccc1
  99	99	103	96	93	86	90	97
(35) Cc1ncsc1/C=C1/C(=O)Nc2ccccc21
  57	93	103	98	98	90	81	101
(36) CCc1c(CO)c(-c2nc(C(=O)OC)cc3c2[nH]c2ccccc23)nc2cc(N(S(=O)(=O)c3ccc(C)cc3)S(=O)(=O)c3ccc(C)cc3)ccc12
  92	90	111	98	114	99	89	104
(37) N#Cc1c(-c2ccco2)nc(SCc2cccc(C(=O)O)c2)[nH]c1=O
  90	106	107	102	110	106	97	109
(38) Cc1nc2ccccc2c(/C=C/c2ccc(Cl)cc2)c1C(=O)/C=C/c1ccccc1
  11	9.1*	-14*	25	-20*	9.6*	-85*	27
(39) O=c1oc2ccc(Br)cc2cc1-c1csc(N/N=C/c2cc3ccccc3nc2Cl)n1
  91	80	107	97	94	85	95	93
(40) CN(CCO)c1ccccc1
  100	113	108	106	102	99	96	103
(41) O=C(COc1cccc2cccnc12)Nc1ccc(C(=O)/C=C/c2ccc(Br)cc2)cc1
  92	99	102	107	108	97	99	97
(42) O=C(CSc1nnc(-c2ccc(Cl)cc2)n1-c1ccccc1)Nc1ccccc1Cl
  66	45	95	59	79	46	15	54
(43) Cc1ccccc1-c1ccc2c3c(cccc13)C(=O)N(N1C(=O)c3cccc4cccc(c34)C1=O)C2=O
  99	108	124	101	105	108	x	115
(44) O=C(O)C1(c2ccccc2)CC1
  93	109	105	105	115	107	106	111
(45) COc1ccc(OC)c(/C=C2\Oc3cc(OCCN4CCCC4)ccc3C2=O)c1
  88	85	106	86	104	x	90	96
(46) COc1ccc(CNc2nc3ncc(C(F)(F)F)cc3nc2C(=O)O)cc1
  93	99	112	99	103	99	103	111
(47) CC(=O)Nc1ccc(CC(=O)N2CCN(c3ccc(C(F)(F)F)cn3)CC2)cc1
  96	115	102	111	110	94	98	112
(48) O=c1[nH]c(-c2ccc(Cl)cc2)nc2sc3c(c12)CCCC3
  36	98	102	104	108	64	49	92
(49) CCCCCCCSc1nnc(-c2c(C)nc3ccc(Cl)cn23)o1
  40	73	97	92	92	80	93	109
(50) O=C1CC(c2ccccc2O)Cc2c1cnn2-c1nc2ccccc2[nH]1 (stereo unspecified)
  96	90	102	x	106	75	96	94
(51) O=C(N/N=C/c1ccc(O)c(O)c1)c1sc2ccccc2c1Cl
  54	101	-13*	84	97	62	69	84
(52) CCC1(CCC(C)C)SC(N)=NC1=O (stereo unspecified)
  105&97	109&95	116&105	102&106	106	101&103	103&100	116&104
(53) Cc1cc(=O)[nH]c(=S)[nH]1
  103&95	113&110	112	109&103	106&102	114&106	105&94	104
(54) CC[C@H](C)[C@@H](C(=O)O)n1cc(CNC(=O)[C@H](CC(C)C)NC(=O)OCc2ccccc2)nn1
  105	113	123	109	98	111	103	111
(55) COC(=O)c1cc2cc(/C=C3/SC(=S)N(N)C3=O)oc2n1Cc1ccccc1
  105	97	85	49	89	102	81	117
(56) Cc1ccc2[nH]c(-c3ccc(S(C)(=O)=O)cc3)c(/C=N/NC(N)=O)c2c1
  89	91	107	94	103	97	102	104
(57) Cc1nc2cc(-c3cc(C(F)(F)F)cc(C(F)(F)F)c3)ccc2c(=O)n1-c1cccc(Cl)c1
  90	99	86	96	100	63	99	101
(58) CC(=O)c1cc2c(C)cc(=O)oc2cc1O
  107	106	x	96	133	103	93	132
(59) N/C(=N\C(N)=N\c1nc2ccccc2s1)c1ccccc1Cl
  86	84	99	95	85	85	88	108
(60) COc1ccc(OC)c(CCn2cncc2-c2c[nH]c3cc(Br)ccc23)c1
  17	49	7.7*	60	38	6.5*	37	14

The listing continues:
Below each compound – MCF7	MDA-MB-231	SK-MEL-2	HS 578T	MALME-3M	T-47D	LOX IMVI	BT-549
(61) CCCCCCCCCC(=S)N1CCN(c2ccccc2)CC1
  87	101	112	102	95	103	103	115
(62) O=S(=O)(OCCOS(=O)(=O)c1ccccc1)c1ccccc1
  88	111	103	108	86	105	92	86
(63) C/C=C/C(C(=O)NC(N)=O)C(C)C (stereo unspecified)
  99	109	105	113	94	89	94	102
(64) COc1cc(NS(=O)(=O)c2ccc(NC3=C(Cl)C(=O)c4ncccc4C3=O)cc2)ncn1
  100	98	112	109	117	104	98	104
(65) O=C(NCCCl)N(Cc1ccccc1)C(=O)SSCCc1ccccc1
  97	90	116	99	98	95	83	102
(66) COc1ccc(-c2nnc(/C=C/c3cn(-c4ccccc4)nc3-c3ccccc3)o2)cc1OC
  81	84	112	85	92	90	98	74
(67) N#Cc1nc(-c2ccccc2)oc1S(=O)(=O)N1CCOCC1
  32	98	90	107	40	65	68	87
(68) CC1(C)Oc2cc3oc(=O)ccc3c3c2C2C1CCC(C)(O3)C2O (stereo unspecified)
  104	103	x	x	96	89	96	x
(69) CN(C)CCOC(=O)Nc1ccc(Cl)cc1
  94	94	79	95	114	101	101	82
(70) OCc1c(Cl)nc2sccn12
  111	117	109	95	97	94	95	x
(71) COc1cc(/C=C2\CN(C)C/C(=C\c3cc(CN4CCCC4)c(O)c(OC)c3)C2=O)cc(CN2CCCC2)c1O
  26	59	92	88	86	80	26	94
(72) Clc1cccc(NC2=NCCN=C(Nc3cccc(Cl)c3)SS2)c1
  49	97	x	95	86	55	86	76
(73) O=S1(=O)CC(O)C(Cl)C1 (stereo unspecified)
  86	108	125	x	104	98	105	100
(74) Cc1c(C)c(N2C(=O)C=CC2=O)c(C)c(C)c1N1C(=O)C=CC1=O
  103	114	109	x	126	113	x	110
(75) N/C(=N\C(N)=N\c1nc2ccccc2s1)c1ccccc1
  83	85	100	110	96	84	85	105
(76) N#CSc1c[nH]c2ccc(/C=C/C(=O)/C=C(O)/C=C/c3ccc4[nH]cc(SC#N)c4c3)cc12
  10	23	34	52	21	19	-76*	16

Reformatted screen by screen: 18 of the compounds above
58) CC(=O)c1cc2c(C)cc(=O)oc2cc1O
59) N/C(=N\C(N)=N\c1nc2ccccc2s1)c1ccccc1Cl
60) COc1ccc(OC)c(CCn2cncc2-c2c[nH]c3cc(Br)ccc23)c1
61) CCCCCCCCCC(=S)N1CCN(c2ccccc2)CC1
62) O=S(=O)(OCCOS(=O)(=O)c1ccccc1)c1ccccc1
63) C/C=C/C(C(=O)NC(N)=O)C(C)C (stereo unspecified)
64) COc1cc(NS(=O)(=O)c2ccc(NC3=C(Cl)C(=O)c4ncccc4C3=O)cc2)ncn1
65) O=C(NCCCl)N(Cc1ccccc1)C(=O)SSCCc1ccccc1
66) COc1ccc(-c2nnc(/C=C/c3cn(-c4ccccc4)nc3-c3ccccc3)o2)cc1OC
67) N#Cc1nc(-c2ccccc2)oc1S(=O)(=O)N1CCOCC1

assay / compound	58	59	60	61	62	63	64	65	66	67
MCF7	107	86	17	87	88	99	100	97	81	32
MDA-MB-231	106	84	49	101	111	109	98	90	84	98
SK-MEL-2	x	99	7.7*	112	103	105	112	116	112	90
HS 578T	96	95	60	102	108	113	109	99	85	107
MALME-3M	133	85	38	95	86	94	117	98	92	40
T-47D	103	85	6.5*	103	105	89	104	95	90	65
LOX IMVI	93	88	37	103	92	94	98	83	98	68
BT-549	132	108	14	115	86	102	104	102	74	87

68) CC1(C)Oc2cc3oc(=O)ccc3c3c2C2C1CCC(C)(O3)C2O (stereo unspecified)
69) CN(C)CCOC(=O)Nc1ccc(Cl)cc1
70) OCc1c(Cl)nc2sccn12
71) COc1cc(/C=C2\CN(C)C/C(=C\c3cc(CN4CCCC4)c(O)c(OC)c3)C2=O)cc(CN2CCCC2)c1O
72) Clc1cccc(NC2=NCCN=C(Nc3cccc(Cl)c3)SS2)c1
73) O=S1(=O)CC(O)C(Cl)C1 (stereo unspecified)
74) Cc1c(C)c(N2C(=O)C=CC2=O)c(C)c(C)c1N1C(=O)C=CC1=O
75) N/C(=N\C(N)=N\c1nc2ccccc2s1)c1ccccc1

assay / compound	68	69	70	71	72	73	74	75
MCF7	104	94	111	26	49	86	103	83
MDA-MB-231	103	94	117	59	97	108	114	85
SK-MEL-2	x	79	109	92	x	125	109	100
HS 578T	x	95	95	88	95	x	x	110
MALME-3M	96	114	97	86	86	104	126	96
T-47D	89	101	94	80	55	98	113	84
LOX IMVI	96	101	95	26	86	105	x	85
BT-549	x	82	x	94	76	100	110	105
